CSN deneddyl inh: inhibitors of CSN-mediated cullin deneddylation, primary screen, biochemical, fluorescence polarization, uHTS; AID 651999, 2013; Purified CSN, SCF-Nedd8-OG deneddylation; inhibition, % at 12.5 µM; actives 0.38% (n = 360,000); COP9 signalosome complex subunit 5 (Homo sapiens), Q92905;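 active means pattern-corrected inhibition above about 35%, with an unprinted fluorescence ratio check between 0.5 and 1.5, limit read from the data, passing the limit was not always enough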;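 further: 0% = enzyme with substrate and 100% = substrate without enzyme; some results filed as inactive read as strong as hits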
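Assay system: HEK293T-derived human Csn5 enzyme; quantity: 0.24 nM enzyme; medium: Tris/NaCl/DTT buffer, pH 7.5; also added: substrate SCFSkp2-Nedd8OG, 10 nM; doses: 12.5 µM compound; schedule: 90 min reaction at room temperature; signal: FP; read-out: % inhibition of substrate cleavage by Csn5; benchmarks: substrate-only high control, full reaction low control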
Rpn11 block: Rpn11 (PSMD14) deubiquitinase inhibitors, primary screen, biochemical, fluorescence polarization, uHTS; human 26S proteasome, Ub4-pepOG fluorescence polarization; 20S core pre-blocked with epoxomicin; actives 0.59% (n = 360,000); 26S proteasome non-ATPase regulatory subunit 14 (Homo sapiens), O00487; calls only at 20 µM;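 active means inhibition at 20 µM, scaled to each plate's controls, above about 33%, limit read from the data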
Scp1 inh: Scp-1 phosphatase inhibitors, primary screen, biochemical, colorimetric, uHTS | Carboxy-terminal domain RNA polymerase II polypeptide A small phosphatase 1 (Homo … | Recombinant Scp1, phosphopeptide, malachite green phosphate absorbance | inhibition, % at 20 µM | actives 0.88% (n = 340,000);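 active means inhibition above about 50% at 20 µM, limit read from the data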;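 further: plate controls were DMSO wells with enzyme for no effect and wells lacking enzyme for full effect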
Target sequence (Q9GZU7 76-261 limits assumed): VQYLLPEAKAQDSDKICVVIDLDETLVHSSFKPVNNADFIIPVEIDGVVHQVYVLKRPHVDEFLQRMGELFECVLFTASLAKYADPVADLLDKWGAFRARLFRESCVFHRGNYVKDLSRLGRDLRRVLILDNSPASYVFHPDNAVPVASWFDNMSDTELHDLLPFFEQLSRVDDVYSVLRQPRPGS
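Test system: SCP-1 phosphatase catalytic domain, residues 76-261; measured by: colorimetric phosphate reagent with accelerator and stabiliser, absorbance at 630 nm; timing: enzyme reaction 45 min at room temperature, colour 5 min, stabilisation 30 min; also added: Phosphorylated 17-residue peptide substrate; compound dosing: one concentration, 20 µM, with 1.0% DMSO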
SUMO1-SIM PPI: modulators of SUMO1 protein-protein interactions, primary screen, biochemical, uHTS; inhibition, % at 20 µM; SUMO1 binding to a labelled peptide, TR-FRET, 1 h; actives 0.33% (n = 360,000); AID 602429, 2012; Small ubiquitin-related modifier 1 (Homo sapiens), P63165; in the data active means inhibition above about 37%
DNMT1 inh: human DNMT1 methyltransferase inhibitors, primary screen, biochemical, molecular beacon, fluorescence, HinP1I cleavage, uHTS; inhibition (reported as % activation of signal), % at 10 µM; actives 0.83% (n = 360,000); DNA (cytosine-5)-methyltransferase 1 (Homo sapiens), P26358; in the data active means inhibition above about 50%
NadD block: inhibitors of S. aureus NadD, primary screen, biochemical, colorimetric, uHTS. Nicotinate-nucleotide adenylyltransferase NadD (Staphylococcus aureus N315). purified NadD enzyme, colorimetric absorbance read-out. inhibition, % at 20 µM. actives 0.78% (n = 360,000). AID 602399, 2012; in the data active means inhibition above about 26%; further: some compounds past the cut are filed as inactive
MsrA inhibitor: bovine MsrA enzyme inhibitors, primary screen, biochemical, absorbance, HTS | Methionine sulfoxide reductase A (Bos taurus) | purified bovine MsrA, absorbance read-out | inhibition, % at 15.5 µM | actives 0.75% (n = 360,000) | AID 651718, 2012; in the data active means inhibition above about 4.5%;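 further: 0% = vehicle wells with enzyme and 100% = reference inhibitor wells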
TbMetRS inhib: T. brucei MetRS inhibitors, primary screen, biochemical, luminescence. AID 624268, 2012. methionyl-tRNA synthetase (Trypanosoma brucei brucei). actives 0.4% (n = 360,000). inhibition, % at 11.9 µM. purified T. brucei MetRS, ATP depletion, Kinase-Glo luminescence;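 active means inhibition above a per-plate cutoff of the control wells' mean inhibition plus 3 SD, cut at about 5.5% in these data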;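 further: 0% = DMSO wells median and 100% = median of wells with control inhibitor compound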
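assay system = parasite MetRS enzyme | timing = 15 min preincubation, 2 h reaction, all 25 °C | evaluation = percent inhibition relative to median high and low control wells | medium = HEPES buffer containing pyrophosphatase, BSA, spermine, DTT | compound = single dose, 11.9 µM final nominal, 0.9% final DMSO | detection = Kinase-Glo luminescence, ATP depletion format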
STEP inh: STEP phosphatase inhibitors, primary screen, biochemical, fluorescence intensity, uHTS; recombinant STEP, OMFP fluorogenic substrate; inhibition, % at 20 µM; Tyrosine-protein phosphatase non-receptor type 5 (Homo sapiens), P54829; AID 588621, 2011; actives 0.25% (n = 360,000);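 active means inhibition at 20 µM, scaled per plate between control wells, above about 37%, limit read from the data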;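 further: 0% = DMSO with enzyme and substrate and 100% = substrate only without enzyme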
Target sequence (P54829 whole entry, looked up): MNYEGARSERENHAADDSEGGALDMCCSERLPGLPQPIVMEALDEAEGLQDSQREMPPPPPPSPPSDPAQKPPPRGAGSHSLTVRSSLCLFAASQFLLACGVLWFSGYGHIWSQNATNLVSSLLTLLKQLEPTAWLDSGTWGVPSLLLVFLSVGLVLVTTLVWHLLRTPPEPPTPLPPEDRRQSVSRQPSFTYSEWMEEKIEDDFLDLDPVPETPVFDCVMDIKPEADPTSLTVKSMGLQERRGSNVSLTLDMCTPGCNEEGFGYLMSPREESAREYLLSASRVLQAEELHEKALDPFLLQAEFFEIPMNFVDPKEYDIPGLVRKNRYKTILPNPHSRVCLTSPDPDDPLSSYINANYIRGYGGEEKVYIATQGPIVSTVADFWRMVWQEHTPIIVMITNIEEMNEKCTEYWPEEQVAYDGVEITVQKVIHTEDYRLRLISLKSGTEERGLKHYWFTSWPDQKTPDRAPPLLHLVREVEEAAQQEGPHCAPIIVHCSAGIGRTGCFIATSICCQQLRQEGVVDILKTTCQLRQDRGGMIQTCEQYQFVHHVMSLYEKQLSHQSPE
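System: STEP phosphatase, cell-free reaction; Buffer or medium: Bis-Tris pH 6.0 buffer with DTT, detergent; Incubation: 20 min at room temperature, dark; Measured by: fluorescence, 480/540 nm.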
LMPTP inh: LMPTP phosphatase inhibitors, primary screen, biochemical, fluorescence intensity, uHTS. Low molecular weight phosphotyrosine protein phosphatase (Homo sapiens), P24666. recombinant LMPTP-A, OMFP fluorogenic substrate. inhibition, % at 20 µM. actives 0.22% (n = 360,000). AID 651560, 2012;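 active means compounds that cut the enzyme signal by at least half of the control window in the single-dose screen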;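 further: plate controls were DMSO wells with enzyme plus substrate for no effect and substrate without enzyme for full effect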
Target sequence (P24666 whole entry, looked up): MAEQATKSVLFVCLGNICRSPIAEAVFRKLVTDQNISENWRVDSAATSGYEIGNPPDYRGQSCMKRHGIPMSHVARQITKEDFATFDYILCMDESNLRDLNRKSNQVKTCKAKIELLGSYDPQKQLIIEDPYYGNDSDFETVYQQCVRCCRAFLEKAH
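Assay system: LMPTP-A, protein tyrosine phosphatase of low molecular weight / Medium: pH 6.0 Bis-Tris buffer with DTT and Triton X-100 / Schedule: 50 min enzyme reaction at room temperature, protected from light / Measured by: endpoint fluorescence intensity from OMFP dephosphorylation / Read-out basis: % inhibition relative to no-enzyme and uninhibited control wells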
Starred values were filed as active, the others as inactive; i = inactive; . = not tested or not shown.

smiles	CSN deneddyl inh	Rpn11 block	Scp1 inh	SUMO1-SIM PPI	DNMT1 inh	NadD block	MsrA inhibitor	TbMetRS inhib	STEP inh	LMPTP inh
O=C(Nc1nnc([C@@H]2C[C@H](O)[C@@H](CO)O2)s1)c1cccc(Oc2ccccc2)c1	1	i	.	6	0	1	3.7	-0.3	-1	-1.4
COc1ccc(OC)c(NC(=O)CSc2nc(=O)n(CCN3CCOCC3)c3c2CCCC3)c1	1	i	-9	-5	0	2	-1.5	-0.3	-1	-1.1
O=C(C1CCCN(Cc2ccccc2F)C1)N1CCc2ccccc2C1 (centres undefined)	3	i	-2	2	-4	-2	-1.0	2.8	3	-2.9
Cc1ccc2c(CC(=O)Nc3ccc4nc(N5CCOCC5)sc4c3)coc2c1	4	i	.	2	-12	-5	-0.5	-0.5	0	0.8
C=CCNc1nc(C(=O)OC(C)C(=O)c2ccc(C)cc2)cs1 (centres undefined)	-7	i	-2	-3	2	0	-1.3	-0.5	1	-1.0
C/C(N)=C(/C#N)C(=O)CSc1nc(-c2ccccc2)c(-c2ccccc2)o1	-2	i	-9	8	-10	-3	-0.6	-0.3	0	5.7
COc1ccc(NC2=C(c3ccc(OC)cc3)C(=O)c3ccccc32)cc1	-5	i	-7	-8	14	-2	-0.6	-0.2	2	1.1
CC(=O)Nc1ccc(OCCOc2ccc(/C=C3\C(=N)N4N=C(C)SC4=NC3=O)cc2)cc1	7	i	-5	-4	1	12	2.5	-1.1	-3	1.8
CCC(CC)COC(=O)C1=C(C)NC(=O)NC1c1ccccc1Br (centres undefined)	4	i	-10	1	1	-7	-0.5	-0.2	0	4.0
O=C(OCC(=O)N1CCCCCC1)c1cccc(Cl)c1	-4	i	-2	4	3	-5	1.3	0.0	-1	-0.9
CCCNC(=O)c1cccc(NC(=O)C(C)C)c1	-2	i	-9	-2	-5	2	-0.3	-0.2	-2	-0.5
CC(=O)c1ccc2c3c(ccc(O)c13)CC2	-2	i	-9	-13	1	0	-0.3	0.3	-1	1.4
CC(C)COC(=O)n1ccc(C(=O)N2CCCCC2)n1	0	i	-4	2	4	1	0.1	-0.8	-1	-2.3
CCOC(=O)CC1=CC(=O)Nc2ccccc2N1	6	i	0	-3	1	-4	0.4	-0.4	-3	-0.9
COC(=O)C(C)N(C#N)c1nc(C)cc(C)n1 (centres undefined)	-2	i	-9	2	3	-6	1.0	-0.2	0	-0.2
CC(C)CNc1ncnc2c1cnn2Cc1ccc(Cl)cc1	3	i	-10	-2	7	-7	-0.8	0.2	-1	-0.1
CCC(=O)Nc1ccccc1C(=O)OCc1ccc(C(=O)c2ccccc2)cc1	3	i	-11	-1	-2	-5	-0.6	-0.1	-1	5.0
CN(C(=O)COC(=O)/C=C/c1ccc2ccccc2n1)C1CCS(=O)(=O)C1 (centres undefined)	5	i	-5	-15	3	5	2.5	-0.6	-1	-0.1
CN=C(Nc1ccc(Br)cc1)SC1CC(=O)N(c2ccc(OC)cc2)C1=O (centres undefined)	-2	i	1	1	-3	-5	0.1	-0.4	-1	1.8
CN(C(=O)c1ccc(OC2CCN(CCc3ccccc3)CC2)cc1)C1CCOCC1	-5	i	-3	-1	-1	-4	0.8	-0.5	0	-2.5
CCc1nnc(NC(=O)CSc2nnc(-c3ccncc3)n2C)s1	1	i	-5	0	0	-3	-0.2	-1.6	-1	-0.9
C[C@H](NC(=O)c1nc[nH]c1C(=O)NCCCCCNC(=O)OC(C)(C)C)C(=O)OCc1ccccc1	1	i	-3	-1	-5	7	-0.1	-0.2	-2	-0.4
N#Cc1nc(-c2ccco2)oc1N1CCOCC1	0	i	-3	0	-1	0	2.4	-0.1	22	-1.3
Cc1ccccc1C(=O)NNc1ccc([N+](=O)[O-])cc1	-1	i	-9	-19	1	-6	1.6	-0.2	0	-0.6
O=S1(=O)CCOC[C@H](Cc2ccccc2)N1Cc1cccc(F)c1	-3	i	-9	3	-1	-4	0.6	-0.3	0	-0.1
COc1ccc(C2CC(=O)C3=C(C2)Nc2ccccc2N(C(=O)CCC(=O)O)C3c2ccc(F)cc2)cc1OC (centres undefined)	0	i	4	4	1	-1	3.1	0.8	-2	0.0
CCN(CC)CCn1c(-c2ccccc2)nc(=S)c2c1CC(C)(C)OC2	4	i	-3	-5	2	1	6.3*	0.2	1	-1.7
O=C(c1cc(F)cc2c1OCOC2)N1CCN(c2ccc(F)cc2)CC1	2	i	-7	2	0	-2	-0.8	-2.1	0	0.0
Cc1ccc(OCC(=O)OCc2c(C)noc2C)cc1C	3	i	-7	-4	-1	-2	-1.4	-0.5	-2	0.2
Cc1ccccc1OCC(=O)NNC(=O)CSc1nc(N)cc(N)n1	1	i	-11	9	2	-5	0.8	-0.2	2	0.8

Later entries
The line under a structure holds: CSN deneddyl inh	Rpn11 block	Scp1 inh	SUMO1-SIM PPI	DNMT1 inh	NadD block	MsrA inhibitor	TbMetRS inhib	STEP inh	LMPTP inh
CC1(C)C/C(=N/Nc2ccc([N+](=O)[O-])cc2[N+](=O)[O-])C(C)(C)O1
  1	i	0	-25	6	-5	-0.5	0.6	-3	1.1
O=C(NC(=S)NNC(=O)c1ccccc1O)c1cccnc1
  3	i	-13	27	3	2	1.9	-0.6	3	-0.9
COc1ccc2oc(C(=O)C3CC3)c(N)c2c1
  -6	i	-9	-12	-5	1	4.2	-0.9	-1	0.7
O=C(NCNC(=O)c1ccccc1)c1ccccc1
  0	i	2	-5	16	6	-0.5	-1.1	-2	0.0
C=CCNC(=O)Cc1ccc(S(=O)(=O)N2CCOCC2)s1
  2	i	-4	0	-2	1	0.0	-0.2	-2	-0.5
CCCC1Nc2ccc(C(=O)O)cc2C2C=CCC12 (centres undefined)
  15	i	6	26	32	9	.	0.3	4	0.8
COc1cccc(-c2nc(CS(=O)(=O)CC(=O)N3CCc4ccccc43)c(C)o2)c1
  -5	i	-5	-2	2	-4	0.3	-0.5	2	0.3
COc1ccc(CCN(CC(=O)NCc2ccc(F)cc2)C(=O)c2snc(C(N)=O)c2N)cc1OC
  -3	i	-5	-14	-2	1	1.1	-0.4	-2	-1.0
O=C(O)COc1ccc2c(-c3ccccc3)cc(=O)oc2c1
  -1	i	-2	-16	3	-2	1.8	-0.4	0	-1.7
COc1ccc(/C=C/C(=O)N(c2ccccn2)C2CCCCC2)cc1OC
  1	i	2	-1	-2	-5	1.9	-0.5	0	-0.4
COc1cc2nc(CN3CCC(C(O)(c4ccccc4)c4ccccc4)CC3)[nH]c(=O)c2cc1OC
  -4	i	-3	-3	-5	-8	0.7	0.0	1	-0.1
CC(C)[C@@H]1Cc2[nH]n(C)c(=O)c2[C@H](c2ccc(Cl)cc2)O1
  -4	.	.	5	.	1	0.0	-0.8	.	-1.2
Cc1cc(N2C(=O)C3C4c5ccccc5C(c5ccccc54)C3C2=O)no1 (centres undefined)
  2	i	-4	1	-3	8	0.3	-0.6	-2	-0.3
O=S(=O)(NCCN1CCOCC1)c1ccc2c(c1)OCCO2
  -1	i	5	-2	2	-3	1.1	-0.9	-1	3.6
COC(C/C=C\[C@@H](O)[C@H](C)OCc1ccccc1)OC
  1	i	0	-1	2	-2	-0.7	-0.4	-2	-2.3
CC1C(=O)N2CCCc3cc(S(=O)(=O)N4CCC(C(N)=O)CC4)cc1c32 (centres undefined)
  0	i	15	0	0	-1	0.2	0.0	0	-0.9
CC(=O)Nc1ccc(N2CCN(c3ccc(F)cc3)CC2)cc1
  2	i	-7	5	-1	-10	-1.8	-1.6	0	0.4
COc1cccc(OC(=O)CSc2nnc(-c3ccccc3Br)o2)c1
  2	i	-16	2	-2	-14	2.0	-0.3	-1	0.1

Retrieved by compound from the entries so far:
The line under a structure holds: CSN deneddyl inh	Rpn11 block	Scp1 inh	SUMO1-SIM PPI	DNMT1 inh	NadD block	MsrA inhibitor	TbMetRS inhib	STEP inh	LMPTP inh
O=S(=O)(NCCN1CCOCC1)c1ccc2c(c1)OCCO2
  -1	i	5	-2	2	-3	1.1	-0.9	-1	3.6
COc1ccc(/C=C/C(=O)N(c2ccccn2)C2CCCCC2)cc1OC
  1	i	2	-1	-2	-5	1.9	-0.5	0	-0.4
C=CCNC(=O)Cc1ccc(S(=O)(=O)N2CCOCC2)s1
  2	i	-4	0	-2	1	0.0	-0.2	-2	-0.5
CC1(C)C/C(=N/Nc2ccc([N+](=O)[O-])cc2[N+](=O)[O-])C(C)(C)O1
  1	i	0	-25	6	-5	-0.5	0.6	-3	1.1
C/C(N)=C(/C#N)C(=O)CSc1nc(-c2ccccc2)c(-c2ccccc2)o1
  -2	i	-9	8	-10	-3	-0.6	-0.3	0	5.7
